High-throughput results: PubChem, Broad Institute
BioA inh: blocks M. tuberculosis BioA enzyme activity; purified M. tuberculosis BioA enzyme, plate reader; inhibition, % at 9.99 µM; 360,000 tested, 0.096% active; in the data active = inhibition above about 40%
* = called active by the depositor. Not all compounds are listed; the hit share may differ from the screen's.

Start of the listing, in advance, 5 compounds:
SMILES	BioA inh
O=C(C[C@@H]1C=C[C@H](NC(=O)Cc2ccccn2)[C@@H](CO)O1)NCCc1ccncc1	-3.8
COc1ccc(NC(=O)N(C)C[C@@H]2OCCCC[C@H](C)Oc3ccc(NC(=O)Nc4c(C)noc4C)cc3C(=O)N([C@H](C)CO)C[C@@H]2C)cc1	1.0
C[C@@H]1CCCCO[C@@H](CN(C)C(=O)Nc2ccccc2)[C@H](C)CN([C@@H](C)CO)C(=O)c2cc(NC(=O)Nc3ccc(F)cc3)ccc2O1	-1.4
C[C@@H]1CN([C@H](C)CO)C(=O)c2c(c3ccccc3n2C)-c2ccccc2CO[C@@H]1CN(C)S(=O)(=O)c1cccc(C#N)c1	3.8
COc1cccc(-c2ccc3c(c2)O[C@H](CN(C)C(=O)C2CC2)[C@@H](C)CN([C@@H](C)CO)S3(=O)=O)c1	5.4

Results, from the first entry:
SMILES	BioA inh
O=C(C[C@@H]1C=C[C@H](NC(=O)Cc2ccccn2)[C@@H](CO)O1)NCCc1ccncc1	-3.8
COc1ccc(NC(=O)N(C)C[C@@H]2OCCCC[C@H](C)Oc3ccc(NC(=O)Nc4c(C)noc4C)cc3C(=O)N([C@H](C)CO)C[C@@H]2C)cc1	1.0
C[C@@H]1CCCCO[C@@H](CN(C)C(=O)Nc2ccccc2)[C@H](C)CN([C@@H](C)CO)C(=O)c2cc(NC(=O)Nc3ccc(F)cc3)ccc2O1	-1.4
C[C@@H]1CN([C@H](C)CO)C(=O)c2c(c3ccccc3n2C)-c2ccccc2CO[C@@H]1CN(C)S(=O)(=O)c1cccc(C#N)c1	3.8
COc1cccc(-c2ccc3c(c2)O[C@H](CN(C)C(=O)C2CC2)[C@@H](C)CN([C@@H](C)CO)S3(=O)=O)c1	5.4
C[C@H]1CN([C@@H](C)CO)C(=O)c2cc(NS(=O)(=O)c3cccs3)ccc2O[C@H]1CN(C)S(C)(=O)=O	-9.7
O=C(N[C@H]1CC[C@@H](CCn2cc(C3CCCCC3)nn2)O[C@@H]1CO)c1cccnc1	2.4
COc1cccc(NC(=O)N(C)C[C@H]2Oc3ncc(C#Cc4cccnc4)cc3C(=O)N([C@H](C)CO)C[C@H]2C)c1	12
CN1CCN(C(=O)C[C@@H]2CC[C@@H]3[C@H](COc4ccc(NC(=O)c5cscn5)cc4C(=O)N3C)O2)CC1	0.7
CCCNC(=O)C[C@H]1C[C@H]2c3cc(NC(=O)CN(C)C)ccc3O[C@H]2[C@H](CO)O1	-1.1
C[C@@H]1CN([C@H](C)CO)C(=O)c2cc(NS(=O)(=O)c3ccccc3)ccc2O[C@@H]1CN(C)C(=O)Nc1ccc2c(c1)OCO2	-1.0
C[C@@H]1CN([C@H](C)CO)C(=O)c2cc(N(C)C)ccc2O[C@@H]1CN(C)S(=O)(=O)c1cn(C)cn1	-0.4
Cc1noc(C)c1NC(=O)Nc1ccc2c(c1)C(=O)N([C@H](C)CO)C[C@H](C)[C@@H](CN(C)C(=O)Nc1ccc(F)cc1)O2	0.5
C[C@H](CO)N1C[C@H](C)[C@@H](CN(C)C(=O)C2CCOCC2)Oc2ncc(-c3cccc(C#N)c3)cc2C1=O	-0.9
O=C(C[C@H]1CC[C@H]2[C@@H](COC[C@H](O)CN2Cc2ccccc2)O1)NCc1ccccc1Cl	-2.5
C[C@@H]1CN([C@@H](C)CO)C(=O)Cc2cc(NC(=O)NC3CCCCC3)ccc2O[C@@H]1CN(C)C	-1.8
O=C(Cc1ccccn1)N[C@@H]1CC[C@@H](CCn2cc(-c3cccnc3)nn2)O[C@H]1CO	0.9
CN1[C@H](C(=O)NC2CCC2)[C@@H](CO)[C@@H]2Cn3c(ccc(/C=C/c4ccccc4)c3=O)[C@@H]21	2.6
C[C@H]1CN([C@@H](C)CO)C(=O)Cc2cc(NC(=O)Nc3ccc(F)cc3)ccc2O[C@@H]1CN(C)C(=O)Nc1ccc(C(F)(F)F)cc1	1.1
COc1ccc(S(=O)(=O)N(C)C[C@H]2Oc3ccc(N(C)C)cc3C(=O)N([C@@H](C)CO)C[C@@H]2C)cc1	1.0
CC(C)CC#Cc1ccc2c(c1)O[C@@H](CN(C)C(=O)CC1CC1)[C@H](C)CN([C@@H](C)CO)S2(=O)=O	0.0
C[C@@H]1CN([C@H](C)CO)C(=O)c2cc(NC(=O)c3ccncc3)ccc2O[C@@H]1CN(C)Cc1ccc2c(c1)OCO2	0.7
Cc1noc(C)c1NC(=O)N(C)C[C@H]1OCc2ccccc2-c2ccccc2C(=O)N([C@@H](C)CO)C[C@@H]1C	-3.1
Cc1ccc(S(=O)(=O)N(C)C[C@H]2Oc3c(NC(=O)C4CC4)cccc3C(=O)N([C@H](C)CO)C[C@@H]2C)cc1	-0.6
CCCN1[C@H](C(=O)NC2CCC2)[C@@H](CO)[C@@H]2Cn3c(ccc(-c4ccccc4F)c3=O)[C@@H]21	2.3
CO[C@@H](CN(C)C(=O)c1ccccc1F)[C@@H](C)CN([C@H](C)CO)S(=O)(=O)c1ccccc1	-1.1
CN1c2ccc(-c3ccccc3F)cc2[C@H]2[C@H](CCN2S(=O)(=O)c2ccccc2)[C@H]1CO	-2.2
C[C@@H]1CN([C@@H](C)CO)S(=O)(=O)c2ccc(-c3cncnc3)cc2O[C@@H]1CN(C)C(=O)Cc1ccncc1	-2.5
Cc1noc(C)c1S(=O)(=O)N(C)C[C@H]1Oc2ccc(NC(=O)Nc3ccc(C(F)(F)F)cc3)cc2CC(=O)N([C@H](C)CO)C[C@@H]1C	-1.0
C[C@@H]1CCCCO[C@H](CN(C)CC2CCCCC2)[C@H](C)CN([C@@H](C)CO)C(=O)c2cc(NC(=O)CCC(F)(F)F)ccc2O1	1.1
COc1ccc(-c2cnc3c(c2)C(=O)N([C@H](C)CO)C[C@H](C)[C@@H](CN(C)C(=O)C2CCCCC2)O3)cc1	3.0
CCS(=O)(=O)Nc1ccc2c(c1)C(=O)N(C)C[C@H](OC)[C@H](C)CN(CC1CCCCC1)[C@@H](C)CO2	2.2
CN1[C@@H]2CN(C(=O)Nc3cc(F)ccc3F)c3ccccc3[C@@H]2[C@@H]1CO	-6.3
C[C@H]1CCCCO[C@H](CN(C)Cc2ccc(C(=O)O)cc2)[C@@H](C)CN([C@@H](C)CO)C(=O)c2cc(NC(=O)NC3CCCCC3)ccc2O1	-1.7
COc1cccc(-c2ccc([C@@H]3[C@@H](CO)N4CCCCN(Cc5cncnc5)C[C@H]34)cc2)c1	-1.6
C[C@H]1CN([C@@H](C)CO)C(=O)c2cc(C3=CCCC3)cnc2O[C@H]1CN(C)C(=O)c1ccc(F)cc1	-1.2
CCCNC(=O)N(C)C[C@@H]1Oc2cc(C3=CCCCC3)ccc2S(=O)(=O)N([C@H](C)CO)C[C@@H]1C	3.3
N#C[C@H]1[C@H](c2ccccc2)[C@@H](CO)N1C(=O)c1cccnc1	0.1
O=C(C[C@H]1C=C[C@H](NS(=O)(=O)c2ccccc2F)[C@H](CO)O1)NCCCN1CCOCC1	-0.1
CNC[C@H]1OCCCC[C@H](C)Oc2ccc(NS(=O)(=O)c3ccc(F)cc3)cc2C(=O)N([C@@H](C)CO)C[C@H]1C	17
C[C@@H]1CN([C@H](C)CO)C(=O)c2cc(-c3ccccc3F)cnc2O[C@H]1CN(C)C(=O)NC1CCCCC1	1.2
CN(C)CC(=O)N1CCCCN2[C@@H](CO)[C@H](c3ccc(/C=C/c4ccccc4)cc3)[C@@H]2C1	-3.0
C[C@@H]1CN([C@H](C)CO)C(=O)CCCn2nncc2CO[C@@H]1CN(C)C(=O)Nc1ccc(-c2cccs2)cc1	-0.2
COc1cccc(S(=O)(=O)Nc2ccc3c(c2)C(=O)N(C)[C@H]2CC[C@H](CC(=O)NCC4CCCCC4)O[C@@H]2CO3)c1	-0.1
CCC(=O)Nc1ccc2c(c1)C(=O)N(C)[C@@H]1CC[C@@H](CC(=O)NC3Cc4ccccc4C3)O[C@@H]1CO2	-2.4
Cc1noc(C)c1NC(=O)Nc1ccc2c(c1)C(=O)N([C@H](C)CO)C[C@H](C)[C@@H](CN(C)S(=O)(=O)c1cccs1)OCCCC[C@@H](C)O2	-2.2
CO[C@H]1CN(C)C(=O)c2cc(NS(C)(=O)=O)ccc2OC[C@@H](C)N(C(=O)CC2CC2)C[C@H]1C	-1.9
COc1ccc(CNC(=O)C[C@H]2C[C@@H]3c4cc(NS(C)(=O)=O)ccc4O[C@@H]3[C@H](CO)O2)cc1	-1.1
C[C@H](CO)N1C[C@H](C)[C@@H](CN(C)C(=O)C2CCOCC2)Oc2cc(C#Cc3ccncc3)ccc2S1(=O)=O	0.3
C[C@@H](O)C#Cc1ccc([C@@H]2[C@@H](CO)N3CCCCN(S(=O)(=O)Cc4ccccc4)C[C@H]23)cc1	-0.6
C[C@H](CO)N1C[C@H](C)[C@H](CN(C)S(=O)(=O)c2ccccc2F)Oc2ncc(C#Cc3ccccc3)cc2C1=O	-3.4
CC(C)C#Cc1ccc2c(c1)O[C@H](CN(C)Cc1ccccn1)[C@H](C)CN([C@H](C)CO)S2(=O)=O	-0.2
C[C@H](CO)N1C[C@H](C)[C@@H](CN(C)S(C)(=O)=O)Oc2ccc(NS(=O)(=O)c3ccccc3)cc2CC1=O	0.7
O=C(NCc1ccc(F)cc1)[C@H]1[C@H](CO)[C@H]2Cn3c(cccc3=O)[C@@H]1N2C(=O)Cc1ccccn1	0.4
CN(C)C(=O)C[C@H]1C=C[C@H](NC(=O)C2CC2)[C@H](CO)O1	-1.6
C[C@@H]1CCCCO[C@@H](CN(C)Cc2ccc(Cl)c(Cl)c2)[C@@H](C)CN([C@@H](C)CO)C(=O)c2cc(NC(=O)c3ccccc3)ccc2O1	-1.8
COC(=O)c1cn(CC(=O)N2CCN(c3ccccc3)CC2)nn1	8.8
OC[C@H]1[C@H](c2ccc(-c3cccnc3)cc2)[C@H]2CN(CC3CC3)CCCCN21	3.1
C[C@@H]1CN([C@@H](C)CO)C(=O)c2cccc(NC(=O)c3ccc(-c4nccs4)cc3)c2O[C@@H]1CN(C)Cc1ccc(Oc2ccccc2)cc1	-1.0
C[C@@H]1CN([C@@H](C)CO)C(=O)c2cccc(NC(=O)C3CC3)c2O[C@@H]1CN(C)S(C)(=O)=O	0.3

Shown with each value named: entries from further up.
C[C@H](CO)N1C[C@H](C)[C@@H](CN(C)S(C)(=O)=O)Oc2ccc(NS(=O)(=O)c3ccccc3)cc2CC1=O
  BioA inh: 0.7
O=C(NCc1ccc(F)cc1)[C@H]1[C@H](CO)[C@H]2Cn3c(cccc3=O)[C@@H]1N2C(=O)Cc1ccccn1
  BioA inh: 0.4

Returning to the listing with the 2 entries that preceded the break.
SMILES	BioA inh
C[C@@H]1CN([C@@H](C)CO)C(=O)c2cccc(NC(=O)c3ccc(-c4nccs4)cc3)c2O[C@@H]1CN(C)Cc1ccc(Oc2ccccc2)cc1	-1.0
C[C@@H]1CN([C@@H](C)CO)C(=O)c2cccc(NC(=O)C3CC3)c2O[C@@H]1CN(C)S(C)(=O)=O	0.3
C[C@@H]1CN([C@@H](C)CO)C(=O)c2cccc(NS(=O)(=O)c3ccc(Cl)cc3)c2O[C@@H]1CN(C)Cc1ccc(-c2ccccc2)cc1	-2.9
CCC(=O)N1CC[C@@H]2[C@H]1c1cc(C#Cc3ccccc3)ccc1N[C@@H]2CO	0.0
O=C(Cc1ccccn1)N1CCCCN2[C@H](CO)[C@@H](c3ccc(C#Cc4ccccc4)cc3)[C@H]2C1	6.3
CNC[C@@H]1Oc2ccc(NC(=O)Nc3ccc(C(F)(F)F)cc3)cc2CC(=O)N([C@H](C)CO)C[C@H]1C	-0.6
O=C(C[C@@H]1C=C[C@H](NC(=O)c2cnccn2)[C@H](CO)O1)NCc1ccccc1F	-2.8
CC(=O)NC[C@H]1[C@@H](c2ccc(-c3ccccc3F)cc2)[C@@H](CO)N1C(=O)C1CC1	-1.5
CC(C)C#Cc1cnc2c(c1)C(=O)N([C@@H](C)CO)C[C@H](C)[C@@H](CN(C)C(=O)CC1CC1)O2	1.0
Cc1noc(C)c1NC(=O)Nc1ccc2c(c1)C(=O)N([C@@H](C)CO)C[C@@H](C)[C@H](CN(C)Cc1ccc(C(F)(F)F)cc1)OCCCC[C@H](C)O2	2.7
O=C1N(CCS(=O)(=O)c2ccccc2)Cc2ccccc2C[C@@]12COC(c1ccc(OCCCO)cc1)=N2	-3.0
CCNC(=O)C[C@@H]1CC[C@H]2[C@H](COc3ccc(NC(=O)c4ccc5c(c4)OCO5)cc3C(=O)N2C)O1	-0.6
C[C@H]1CN([C@@H](C)CO)C(=O)c2cc(NS(=O)(=O)c3ccc(Cl)cc3)ccc2O[C@H]1CN(C)S(C)(=O)=O	-0.3
C[C@@H]1CN([C@H](C)CO)S(=O)(=O)c2ccc(C#CC3(O)CCCC3)cc2O[C@@H]1CN(C)C(=O)Nc1ccccc1	-2.8
O=C(C[C@H]1CC[C@H]2[C@@H](COC[C@H](O)CN2C(=O)Nc2ccccc2)O1)NC1Cc2ccccc2C1	1.3
O=C(NCCc1ccccc1)[C@@H]1[C@@H](CO)[C@@H]2Cn3c(cccc3=O)[C@@H]2N1Cc1ccncc1	0.2
COc1ccccc1-c1cnc2c(c1)C(=O)N([C@@H](C)CO)C[C@@H](C)[C@H](CN(C)Cc1ccccc1)O2	12
Cc1ccc(S(=O)(=O)N(C)C[C@H]2OCc3ccccc3-c3c(n(C)c4ccccc34)C(=O)N([C@@H](C)CO)C[C@@H]2C)cc1	-1.9
CC(C)C(=O)Nc1ccc2c(c1)C(=O)N(C)[C@H]1CC[C@H](CC(=O)Nc3ccc(Cl)cc3)O[C@@H]1CO2	2.8
O=C(C[C@H]1CC[C@H](NC(=O)C2CCC2)[C@H](CO)O1)NCc1ccccc1Cl	2.5
O=C(Cc1ccccn1)NCC[C@@H]1CC[C@H](NC(=O)Nc2ccccc2)[C@H](CO)O1	2.9
C[C@@H]1CN([C@@H](C)CO)C(=O)c2cc(NS(=O)(=O)c3cn(C)cn3)ccc2O[C@@H]1CN(C)Cc1ccccc1	-2.5
O=S(=O)(Cc1ccccc1)N1CCCCN2[C@H](C1)[C@@H](c1ccc(-c3cncnc3)cc1)[C@@H]2CO	2.4
C[C@@H]1CN([C@H](C)CO)C(=O)Cc2cc(NC(=O)Nc3ccc4c(c3)OCO4)ccc2O[C@H]1CN(C)C(=O)Nc1ccc2c(c1)OCO2	3.6
